Screens (PubChem)
KCNQ2 inh = KCNQ2 potassium channel inhibitors, primary screen, cell-based, CHO-K1, FluxOR thallium flux, B-score (AID 2156); B-score at 10 µM; 1.1% of 310,000 active; 20 min; stronger effect = lower value; O88943;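 active = fluorescence ratio B-score at most minus 3 library SDs, with starting brightness B-score within 2 library SDs, cut at about -5.5 in these data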
Target sequence (O88943 whole entry, looked up): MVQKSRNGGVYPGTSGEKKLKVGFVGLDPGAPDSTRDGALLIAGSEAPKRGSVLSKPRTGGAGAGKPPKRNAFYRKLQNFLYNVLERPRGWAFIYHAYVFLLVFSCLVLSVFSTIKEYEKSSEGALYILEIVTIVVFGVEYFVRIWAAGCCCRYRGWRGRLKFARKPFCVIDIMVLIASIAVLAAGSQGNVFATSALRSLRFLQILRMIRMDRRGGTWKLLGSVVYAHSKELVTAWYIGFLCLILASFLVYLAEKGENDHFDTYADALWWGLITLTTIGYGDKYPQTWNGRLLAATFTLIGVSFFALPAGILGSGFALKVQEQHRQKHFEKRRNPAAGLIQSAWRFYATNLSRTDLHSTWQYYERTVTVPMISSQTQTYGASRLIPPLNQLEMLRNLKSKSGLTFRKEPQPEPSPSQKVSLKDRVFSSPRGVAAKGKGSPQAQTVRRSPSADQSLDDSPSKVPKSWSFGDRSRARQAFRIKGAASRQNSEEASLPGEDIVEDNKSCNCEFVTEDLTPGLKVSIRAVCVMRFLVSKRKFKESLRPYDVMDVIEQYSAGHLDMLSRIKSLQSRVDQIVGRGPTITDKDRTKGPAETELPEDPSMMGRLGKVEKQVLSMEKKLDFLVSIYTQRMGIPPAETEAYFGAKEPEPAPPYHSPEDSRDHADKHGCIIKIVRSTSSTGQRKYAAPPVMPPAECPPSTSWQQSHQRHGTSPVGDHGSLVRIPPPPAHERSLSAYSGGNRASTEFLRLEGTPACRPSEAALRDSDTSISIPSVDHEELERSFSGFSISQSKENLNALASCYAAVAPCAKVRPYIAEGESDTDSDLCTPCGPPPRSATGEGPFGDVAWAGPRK
OX1R FRET antag = antagonists of human orexin 1 receptor (OX1R); O43613; OX1R-expressing cells, FRET antagonist read-out; inhibition, % at 6.6 µM; 1.8% of 330,000 active; AID 485270; in the data active = inhibition mostly above about 38%, no sharp cut-off; inactive = mostly below about 40%;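 also: 0% = agonist challenge alone and 100% = reference antagonist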
STK33 kinase inh = human STK33 kinase inhibition; purified STK33, MBP phosphorylation, ADP-Glo luminescence; inhibition, % at 10 µM; 0.073% of 320,000 active;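 active = inhibition at or above 25%, using the most active replicate where run in duplicate; inactive = inhibition below 25%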
Numbers without * were called inactive; i = inactive; x = not tested or not shown.

KCNQ2 inh,OX1R FRET antag,STK33 kinase inh,structure
i,2.1,-0.8,O=C1c2ccccc2C(=O)N1Cc1cc(Cl)c(O)c([N+](=O)[O-])c1
i,-8.6,-0.8,CCN(c1ccccc1)S(=O)(=O)c1nnc(NC(=O)C(C)C)s1
i,8.9,-0.9,CCCc1nc2c(sc3nc4c(cc32)COC(C)(C)C4)c(=O)o1
i,62.0*,-1.9,O=C(NNC(=O)c1ccccc1O)c1ccc(Cl)c(S(=O)(=O)N2CCc3ccccc32)c1
i,-0.3,-2.6,O=C(CC1(O)C(=O)Nc2ccccc21)c1ccc2c(c1)OCO2 (stereo not given)
i,12.1,-1.5,CCC(=O)N1CCc2cc(S(=O)(=O)NC(C(=O)NCc3ccc(C)cc3)C(C)C)ccc21 (stereo not given)
i,11.4,-1.3,Cc1cccc(OCC(=O)NNS(=O)(=O)c2ccccc2F)c1
i,16.2,-1.4,Cc1ccc(C(=O)NCc2cccnc2)o1
i,3.1,-0.9,COc1ccc(Nc2nnc(SCC(=O)NC(=O)Nc3ccc4c(c3)OCCO4)s2)cc1
i,12.6,-1.3,CC1CC(C)CN(S(=O)(=O)c2ccc3c(c2)oc(=O)n3CC(=O)NCCCOC(C)C)C1 (stereo not given)
i,14.6,-1.7,CCCCn1c(N)c(N(CC(C)C)C(=O)C2CC(=O)N(c3ccc4c(c3)OCCO4)C2)c(=O)[nH]c1=O (stereo not given)
i,4.4,0.1,COc1ccc(-c2nc(CS(=O)(=O)CC(=O)NCc3ccc(F)cc3)c(C)o2)cc1
i,8.0,-1.5,NS(=O)(=O)c1ccc(CCNC(=O)CN2CCN(c3ccc(F)cc3)CC2)cc1
i,26.4,-0.2,O=C(COc1cccnc1[N+](=O)[O-])NCCc1ccc(Cl)cc1
i,8.9,-1.0,COc1ccc(C(=O)N2CCCC(CCC(=O)NCc3ccccc3F)C2)c(OC)n1 (stereo not given)
i,16.1,-0.9,Cc1c(C(O)CN2CCN(Cc3ccc4c(c3)OCO4)CC2)c2ccccc2n1C (stereo not given)
i,7.9,0.0,CCN(C(=O)CCc1nc(-c2ccc(OC)cc2)no1)c1cc(OC)ccc1OC
i,6.2,0.6,COc1cc(-c2nc(S(=O)(=O)c3ccc(Cl)cc3)c(N3CCOCC3)o2)cc(OC)c1OC
i,-2.7,-1.3,CN(C)CCCNCCNC(=O)/C=N\O
i,1.9,-1.7,COc1ccc(NC(=O)C2CCN(c3nc(-c4ccc(OC)cc4)no3)CC2)cc1
i,25.7,-1.4,Cc1cccc(N(C(=O)c2nsc(Cl)c2Cl)C(C(=O)NC2CCCC2)c2ccc(O)cc2)c1 (stereo not given)
i,20.1,10.8,COc1ccc2nc(NC(=O)C3CCN(S(=O)(=O)c4cnc[nH]4)CC3)sc2c1
i,20.1,-0.9,CCCC(C(=O)NC1CCCC1)N(CCCN1CCOCC1)C(=O)c1snc(C(N)=O)c1N (stereo not given)
i,-2.9,8.9,COCCNC(=O)c1c(N)n(/N=C/c2ccc(F)cc2)c2nc3ccccc3nc12
i,14.5,-3.2,CC1CCN(c2c(NCC3CCC(C(=O)NCCc4ccc(Cl)cc4)CC3)c(=O)c2=O)CC1 (stereo not given)
i,11.1,-1.4,COc1ccc(S(=O)(=O)N2c3ccccc3OCC2C)cc1 (stereo not given)
i,7.7,0.1,O=C(c1ccc(Cl)c(S(=O)(=O)N2CCCCC2)c1)N1CCN(c2ccccc2)CC1
i,8.8,-2.0,CCn1c(SCC(=O)Nc2ccc(-c3nc4ccc(C)cc4s3)cc2)nnc1-c1ccccc1
i,8.1,-2.8,O=C(NNS(=O)(=O)c1ccc(F)cc1)c1sccc1-n1cccc1
i,5.5,-1.4,COC(=O)C1=C(C)N(CC2CC2)C(=O)N[C@H]1c1ccccc1
i,7.1,-0.2,Cc1ccc(CCN2CC(C(=O)NCCCN3CCOCC3)CC2=O)cc1 (stereo not given)
i,3.6,-0.6,CC1CCN(S(=O)(=O)c2nnc(NC(=O)COc3ccccc3)s2)CC1
i,6.0,-0.9,CC(Oc1cccc(Cl)c1)C(=O)NCc1ccc(S(N)(=O)=O)cc1 (stereo not given)
i,25.9,-1.3,Cc1cc(/C=C2\NC(=S)N(C)C2=O)ccc1N1CCCC1
i,22.8,0.3,COCC(=O)N(C)c1nnc(-c2ccc([N+](=O)[O-])cc2)s1
i,45.4,-0.5,Cc1ccccc1NC(=O)COC(=O)c1ccc(S(C)(=O)=O)c([N+](=O)[O-])c1
i,8.0,-1.1,CCOc1ccccc1C(=O)N1CCC(n2nnc3cc(C)ccc32)CC1
i,5.2,-2.8,COc1ccc(S(=O)(=O)NCCCc2ccccc2)cc1
i,16.0,0.4,CCOc1ccc(CCNC(=O)c2nnn(CC(=O)Nc3ccc(OC)c(OC)c3)c2N)cc1OCC
x,22.6,0.5,CCCC(=O)Nc1nc(-c2ccc3c(c2)OCCO3)cs1
x,1.1,-0.8,CC1CCC2(CC1)NC(=O)N(CC(=O)Nc1ccc(C(N)=O)cc1)C2=O (stereo not given)
i,7.1,-0.8,CCc1nc2ccccc2c(C(=O)OC2CCCCC2=O)c1C (stereo not given)
i,4.3,-1.8,CC1=C(c2ccccc2)C(=S)NC(C)(C)C1
i,-9.2,-5.4,CS(=O)(=O)N1CCCC(C(=O)Nc2ccccc2)C1 (stereo not given)
i,18.8,0.8,CC(C)OC(=O)CSc1nc(N)c(C#N)c(-c2cccs2)c1C#N
i,-1.9,0.0,COc1ccccc1N1C(=O)CC(Sc2ncccc2C(=O)O)C1=O (stereo not given)
i,3.0,-0.4,CC(CC(=O)C1C(C)C=CCC1(C)C)NNC(N)=O (stereo not given)
i,35.2,-1.1,CCC(C)(C)NC(=O)C(c1ccc(OC)cc1)N(Cc1ccco1)C(=O)CCC(=O)Nc1cc(C)on1 (stereo not given)
i,14.3,-0.9,O=C(CSc1nnnn1-c1ccccc1)Nc1ccc(N2CCOCC2)cc1
i,-9.1,-1.5,CCCCN(CCCC)S(=O)(=O)c1ccc(N2CCCC2=O)c([N+](=O)[O-])c1

The list goes on.
KCNQ2 inh,OX1R FRET antag,STK33 kinase inh,structure
x,8.4,-0.2,Cc1ccsc1C(=O)OCC(=O)NCc1ccc(Cl)cc1
i,11.7,-0.4,O=C(NNS(=O)(=O)c1cccc(Cl)c1Cl)c1cccc(S(=O)(=O)N2CCOCC2)c1
i,10.0,-1.6,CCOC(=O)C1=C(CS(=O)(=O)c2ccccc2)NC(=O)NC1c1ccccc1OC (stereo not given)
i,8.0,-0.8,O=[N+]([O-])c1ccccc1OCCN1CCCC1
i,-1.7,-0.2,CCNC(=S)NCc1ccco1
i,18.6,-1.7,O=C(O)CCCC(=O)Nc1ccc(Sc2ccc([N+](=O)[O-])cc2)cc1
i,22.6,-1.9,C=CCn1c(Cc2ccccc2)n[nH]c1=S
i,16.2,0.4,CCCCn1c(N)c(N(CC(C)C)C(=O)C2CCN(S(=O)(=O)c3ccc(C)cc3)CC2)c(=O)[nH]c1=O
i,-3.4,-0.2,O=C(CCNC(=O)c1ccccc1Cl)NCc1cccnc1
i,10.0,-1.7,NC(=O)c1ncn([C@@H]2O[C@H](CO)[C@@H](O)[C@H]2O)c1O
i,5.6,0.2,Cc1cccc(N2CCN(C(=O)NCc3ccc(F)cc3)CC2)c1C
i,8.2,0.4,COc1ccc(NC(=O)c2ccc3ccccc3c2OC)cc1
i,14.6,-0.1,CC(=O)N1CCc2cc(S(=O)(=O)CCC(=O)Nc3ccccc3F)ccc21
i,15.4,-0.1,O=C(NCc1ccccn1)C1CC(c2ccccc2Cl)=NO1 (stereo not given)
x,2.0,8.2,CC(C)CCN1CCC(C)(NC(=O)c2ccccc2)C1=O (stereo not given)
i,13.4,-1.2,O=C(Nc1ccc2nc3ccccc3nc2c1)c1ccc(Br)cc1
i,15.5,-0.3,Cc1cccnc1CCNC(=O)CC1C(=O)NCCN1CC1CCCCC1 (stereo not given)
i,24.2,0.2,O=C(O)c1ccc(S(=O)(=O)N(CCc2ccccc2)Cc2ccc(Cl)cc2)cc1
i,9.8,-0.9,COc1ccccc1N1C(=O)S/C(=C\c2cc(C)n(C)c2C)C1=O
i,5.2,-2.7,O=C(NCSc1ccnc(SCNC(=O)c2ccc(F)cc2)n1)c1ccc(F)cc1
i,6.2,-0.6,CN(NC(=O)NN)c1ncc(C(F)(F)F)cc1Cl
i,16.8,-2.4,COc1ccc(NC(=O)CCN2CCCCC2)cc1
i,32.1,-2.2,Cc1ccc(CNc2ncnc(N)c2[N+](=O)[O-])cc1
i,10.1,1.0,CCC1CCCCN1CCCNC(=O)c1ccc2c(c1)N(Cc1c(F)cccc1Cl)C(=O)CS2 (stereo not given)
i,38.6,0.5,Cc1cc(Cl)ccc1OC(C)C(=O)Nc1ccc([N+](=O)[O-])cn1 (stereo not given)
i,0.3,-0.2,N#C/C(=C\c1ccccc1)C(=O)NCc1ccc(F)cc1
i,-2.9,-1.0,COc1cc(NC(=O)Nc2cccc(C(C)=O)c2)cc(OC)c1OC
-6.39*,21.8,-1.6,O=C(CSCc1ccc(Cl)cc1)NCCSCc1ccco1
i,0.8,-1.3,CCOc1ccc(NC(=O)c2nn(-c3ccc(OC)cc3OC)c(=O)c3ccccc23)cc1
i,3.0,0.3,COC(=O)c1c(C)oc(C)c1S(=O)(=O)N1CCCC1
i,16.1,0.7,O=C(COc1cccc(NC(=O)c2ccco2)c1)c1ccccc1
i,10.2,-0.6,CCOC(=O)c1cc(-c2ccc(OC)cc2F)nc2c1c(C)nn2CCC#N
i,8.8,-0.3,COc1ccc(C(CNC(=O)c2sccc2C)N2CCOCC2)cc1 (stereo not given)
i,15.0,-2.2,COc1ccc(OC)c(N(CC(=O)NCc2cccnc2)S(C)(=O)=O)c1
i,9.7,-1.6,CNC(=O)COC(=O)c1nc(-n2nc(C)cc2C)ccc1Cl
i,2.7,-1.8,CC(=O)N1CC2(c3ccccc3)CN(C(C)=O)CC(c3ccccc3)(C1)C2=O
i,4.6,0.7,Cc1ccc(C(C(=O)NCc2ccccc2)N(C(=O)c2ccccn2)c2ccccc2)o1 (stereo not given)
i,-0.1,-2.1,CCOc1ccccc1NC(=O)Cn1ncc2ccc([N+](=O)[O-])cc21
i,17.3,0.2,COC(=O)c1c(S(=O)(=O)NCc2ccccc2)sc(C(=O)O)c1C
i,9.5,-0.4,CCn1cc(C(=O)NCC(OC)OC)c(=O)c2cc(S(=O)(=O)N3CCOCC3)ccc21
i,16.8,-1.4,Cc1ccc(CN2CCC(N3CCC(C(=O)NCC4CCCO4)CC3)CC2)o1 (stereo not given)
x,-1.3,-0.3,CCCCn1c(N)c(N(CC)C(=O)C2=NN(c3ccccc3)C(=O)CC2)c(=O)[nH]c1=O
x,6.5,-0.2,O=C(CN1C(=O)NC2(CCCC2)C1=O)Nc1cc(C(F)(F)F)ccc1N1CCOCC1
i,16.5,-1.3,O=C(O)c1cccc(N/N=C/c2ccc(F)c(F)c2)c1
x,59.5*,0.0,O=C(OCc1nnc(-c2ccc([N+](=O)[O-])cc2)o1)C1CC(=O)N(CCc2ccccc2)C1 (stereo not given)
i,18.5,x,CC(C)=NNC(=O)CN1C(=O)NC2NC(=O)NC21 (stereo not given)
i,x,-0.6,Cc1c(CC(=O)O)c(=O)oc2c(C)c(OCc3ccccc3)ccc12
i,20.9,-0.1,Cc1ccc(C(=O)NC(=S)Nc2ccc(CN3CCCCC3)cc2)c(C)c1
i,6.7,-1.5,Cc1cc(C(F)(F)F)n2nc(C)c(-c3ccc(Cl)cc3)c2n1
i,12.8,0.3,CCOC(=O)CCSCC(=O)Nc1cc(C)on1

In the list so far, eight have a furan ring, fused or not:
KCNQ2 inh,OX1R FRET antag,STK33 kinase inh,structure
i,16.2,-1.4,Cc1ccc(C(=O)NCc2cccnc2)o1
i,35.2,-1.1,CCC(C)(C)NC(=O)C(c1ccc(OC)cc1)N(Cc1ccco1)C(=O)CCC(=O)Nc1cc(C)on1 (stereo not given)
i,-1.7,-0.2,CCNC(=S)NCc1ccco1
-6.39*,21.8,-1.6,O=C(CSCc1ccc(Cl)cc1)NCCSCc1ccco1
i,3.0,0.3,COC(=O)c1c(C)oc(C)c1S(=O)(=O)N1CCCC1
i,16.1,0.7,O=C(COc1cccc(NC(=O)c2ccco2)c1)c1ccccc1
i,4.6,0.7,Cc1ccc(C(C(=O)NCc2ccccc2)N(C(=O)c2ccccn2)c2ccccc2)o1 (stereo not given)
i,16.8,-1.4,Cc1ccc(CN2CCC(N3CCC(C(=O)NCC4CCCO4)CC3)CC2)o1 (stereo not given)

The list continues:
KCNQ2 inh,OX1R FRET antag,STK33 kinase inh,structure
i,15.2,-1.2,O=c1c2ccccc2nc(SCc2ccccc2F)n1C1CCCC1
i,8.1,-1.2,O=C(CCc1[nH]c2ccccc2c1Sc1ccccc1)NCCO
i,76.6*,-1.1,CCOC(=O)c1nn(-c2ccc(C)cc2)c(=O)c2c(N)scc12
i,29.4,-0.1,Cc1cc(=O)oc2cc(OCC(=O)N/N=C/c3ccccc3[N+](=O)[O-])ccc12
i,-2.4,-0.2,O=C(Nc1nnc(-c2ccc(Cl)cc2)o1)c1nc2ccccc2s1
i,x,-1.1,Cc1c(CC(=O)N[C@H](C(=O)O)C(C)C)c(=O)oc2cc3c(cc12)CCC(C)(C)O3
x,1.9,-0.7,CCN(CC(=O)NCc1cccs1)C(=O)c1cc(=O)[nH]c2ccccc12
i,10.8,0.4,Cc1cc(OCc2cc(C(=O)NC3CCC3)no2)cc(C)c1Cl
i,16.0,0.0,CCC(Sc1nc2ccccc2s1)C(=O)Nc1nnc(C)s1 (stereo not given)
